# TLR9-MyD88 inh: inhibitors of TLR9-MyD88 association in cells, primary screen, cell-based, CHO, BLA complementation, fluorescence; Toll-like receptor 9 (Homo sapiens) + Myeloid differentiation primary response protein …; CCF4 FRET ratio; inhibition, % at 4.98 µM; 340,000 tested, 0.21% active; AID 504734, 2011;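 active = inhibition above the mean over all tested compounds plus 3 SD, cut at about 21% in these data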;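 also: 0% = DMSO only wells and 100% = clavulanate BLA inhibitor control wells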
# SRC3 inh: SRC3 coactivator transcriptional activity inhibitors, primary screen, cell-based, luminescence; 360,000 tested, 0.17% active; HEK293 GAL4-SRC3 luciferase reporter; inhibition, % at 3.6 µM; Nuclear receptor coactivator 3 (Homo sapiens), Q9Y6Q9;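 active = inhibition above a per-campaign cutoff, the mean of all compounds plus 3 SD, cut at about 60% in these data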;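 also: 0% = DMSO-treated cells and 100% = gossypol-treated cells at 36 µM; higher means less SRC3-driven luciferase light from the GAL4 reporter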
# ABHD5 PLIN5 PPI: ABHD5-PLIN5 interaction inhibitors, primary screen, cell lysate, split luciferase complementation, luminescence. inhibition, % at 4 µM. Perilipin-5 (Homo sapiens) + 1-acylglycerol-3-phosphate O-acyltransferase ABHD5 (Homo …. Split G. princeps luciferase complementation, 4 h. AID 602281, 2012. 360,000 tested, 0.78% active;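 active = inhibition above the mean inhibition across every tested compound plus 3 SD, cut at about 22% in these data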;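 also: 0% = DMSO only wells and the 100% control is not disclosed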
# MC4R antag cAMP: MC4R antagonists of cAMP signaling, primary screen, cell-based, TR-FRET, antagonist arm of biased-ligand search | Melanocortin receptor 4 (Homo sapiens), P32245 | MC4R-expressing cells, MTII-stimulated cAMP, LANCE TR-FRET | inhibition, % at 6.5 µM | 360,000 tested, 0.48% active | AID 540295, 2011;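 active = inhibition above its plate's cutoff, the mean of tested wells on that plate plus 3 SD, cut at about 29% in these data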;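 also: 0% = Melanotan II alone and 100% = Melanotan II plus saturating MCL0020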
#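 Material: U2OS-MC4R stable cell line | Reagent: Melanotan II challenge after compound preincubation | Doses: One concentration, 6.5 µM nominal | Incubation: 30-min compound preincubation, 1-h Melanotan II challenge, 1-h detection, room temperature | Signal: TR-FRET cAMP assay | Replicates: One well per compound, no replicates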
# EBV LMP1 NFkB: EBV LMP1-driven NF-kappaB luciferase reporter inhibitors, primary screen, cell-based, luminescence, single point | LMP1-induced NF-kappaB luciferase reporter cells | inhibition, % at 12.5 µM | 350,000 tested, 0.69% active; in the data active = inhibition above about 41%;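 also: 0% = neutral control wells and 100% = reference inhibitor control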
# NCOA1 inh: SRC1 coactivator transcriptional activity inhibitors, primary screen, cell-based, luminescence. Nuclear receptor coactivator 1 (Homo sapiens), Q15788. 360,000 tested, 0.12% active. inhibition, % at 3.6 µM. AID 588354, 2011. HEK293 GAL4-SRC1 luciferase reporter;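 active = inhibition above the campaign mean plus 3 SD, with each screening campaign given its own cutoff, cut at about 60% in these data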;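 also: 0% = DMSO treated cells and 100% = gossypol at 36 µM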
# Target sequence (Q15788 whole entry, looked up, the tested form may be a part): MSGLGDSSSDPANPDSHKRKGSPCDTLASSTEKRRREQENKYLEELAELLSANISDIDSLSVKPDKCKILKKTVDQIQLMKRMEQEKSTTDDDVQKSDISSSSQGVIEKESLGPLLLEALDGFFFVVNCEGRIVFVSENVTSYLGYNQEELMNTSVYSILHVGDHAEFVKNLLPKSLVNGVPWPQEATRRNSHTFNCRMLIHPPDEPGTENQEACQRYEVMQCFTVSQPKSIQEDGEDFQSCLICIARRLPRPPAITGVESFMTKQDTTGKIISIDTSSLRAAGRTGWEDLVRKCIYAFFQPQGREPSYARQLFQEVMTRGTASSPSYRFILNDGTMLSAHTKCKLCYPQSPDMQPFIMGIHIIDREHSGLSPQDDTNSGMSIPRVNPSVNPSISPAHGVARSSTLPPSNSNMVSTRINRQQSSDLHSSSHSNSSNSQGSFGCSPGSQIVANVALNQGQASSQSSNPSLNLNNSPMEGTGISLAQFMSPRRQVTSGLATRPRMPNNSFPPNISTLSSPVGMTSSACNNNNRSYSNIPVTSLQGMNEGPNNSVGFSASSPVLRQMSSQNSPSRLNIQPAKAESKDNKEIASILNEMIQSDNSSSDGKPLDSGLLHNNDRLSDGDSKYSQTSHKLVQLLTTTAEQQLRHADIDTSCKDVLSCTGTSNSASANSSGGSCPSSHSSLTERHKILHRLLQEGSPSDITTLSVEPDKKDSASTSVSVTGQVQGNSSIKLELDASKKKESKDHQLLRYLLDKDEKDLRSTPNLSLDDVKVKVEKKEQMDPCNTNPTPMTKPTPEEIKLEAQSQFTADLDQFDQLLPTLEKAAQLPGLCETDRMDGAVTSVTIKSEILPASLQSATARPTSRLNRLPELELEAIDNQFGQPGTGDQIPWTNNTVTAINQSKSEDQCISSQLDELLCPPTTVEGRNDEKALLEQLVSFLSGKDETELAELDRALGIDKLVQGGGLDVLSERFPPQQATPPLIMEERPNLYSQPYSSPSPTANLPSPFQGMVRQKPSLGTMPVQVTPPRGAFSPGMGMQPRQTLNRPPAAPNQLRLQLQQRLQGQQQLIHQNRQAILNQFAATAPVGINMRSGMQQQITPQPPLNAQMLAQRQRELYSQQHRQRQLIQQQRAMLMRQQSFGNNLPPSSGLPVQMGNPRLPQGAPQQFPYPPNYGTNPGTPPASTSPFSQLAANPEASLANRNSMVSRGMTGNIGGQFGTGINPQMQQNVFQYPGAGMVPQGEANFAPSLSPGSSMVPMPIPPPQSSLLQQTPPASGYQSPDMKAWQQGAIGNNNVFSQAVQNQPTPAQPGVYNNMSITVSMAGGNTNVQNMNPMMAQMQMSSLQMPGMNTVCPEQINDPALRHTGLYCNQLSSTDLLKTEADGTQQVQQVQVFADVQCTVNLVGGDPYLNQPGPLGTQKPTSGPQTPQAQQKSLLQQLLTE
# MC4R ag barr: MC4R agonists recruiting beta-arrestin, primary screen, cell-based, luminescence, agonist arm of biased-ligand search; 360,000 tested, 0.98% active; activation, % at 8.9 µM; U2OS MC4R beta-arrestin complementation; percent of melanotan II response, DMSO zero; Melanocortin receptor 4 (Homo sapiens), P32245;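 active = activation above a per-plate cutoff, the mean activation of sample wells on that plate plus 3 SD, cut at about 8% in these data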
# COUP-TFII inh: NR2F2 transcriptional activity inhibitors, primary screen, cell-based, luciferase reporter, HEK293T, luminescence. COUP transcription factor 2 (Homo sapiens), P24468. HEK293T NGFI-A luciferase reporter. inhibition, % at 8.6 µM. 370,000 tested, 0.7% active. AID 686940, 2013;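 active = inhibition above a per-plate cutoff, mean inhibition of test wells between control levels plus 3 SD, cut at about 38% in these data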;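 also: cells cotransfected with COUP-TFII expression vector driving the NGFI-A reporter; 0% = median of COUP-TF2 test wells and 100% = reporter-only cells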
# NOD2-RIPK2 inh: NOD2-RIPK2 binding disruptors in cells, primary screen, fluorescence, CHO cells, BLA complementation; Receptor-interacting serine/threonine-protein kinase 2 (Homo sapiens), O43353; CCF4 ratio; inhibition, % at 4.98 µM; 360,000 tested, 0.38% active; in the data active = inhibition above about 21%;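 also: 0% = vehicle only and 100% = reference blocker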
# NR5A2 inv ag: LRH-1 (NR5A2) inverse agonists, primary screen, cell-based, luminescence, HEK293T, StAR-luciferase reporter. inhibition, % at 3.6 µM. Nuclear receptor subfamily 5 group A member 2 (Homo sapiens), O00482. LRH-1 transfected, 24 h. 360,000 tested, 0.13% active;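 active = inhibition above the mean inhibition of all tested compounds plus 3 SD, cut at about 73% in these data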;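 also: 0% = DMSO wells and 100% = reporter-only cells lacking LRH-1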
# SRC2 inh: inhibition of GAL4-SRC2 driven luciferase reporter, primary screen, SRC2 inhibitor project, cell-based, luminescence | HEK293 GAL4-SRC2 luciferase reporter | 370,000 tested, 0.17% active | AID 651957, 2012 | Nuclear receptor coactivator 2 (Homo sapiens), Q15596 | inhibition, % at 9 µM;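 active = inhibition above the mean inhibition of all tested compounds plus 3 SD, set per campaign, cut at about 52% in these data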;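 also: 0% = DMSO treated cells and 100% = cells given Gossypol at 36 µM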
# Starred values were filed as active, the others as inactive; / = not tested or not shown. These rows are one share of the data; the hit share may differ from the screen's.
canonical_smiles	TLR9-MyD88 inh	SRC3 inh	ABHD5 PLIN5 PPI	MC4R antag cAMP	EBV LMP1 NFkB	NCOA1 inh	MC4R ag barr	COUP-TFII inh	NOD2-RIPK2 inh	NR5A2 inv ag	SRC2 inh
CC(=O)N1CCc2cc(S(=O)(=O)Nc3ccc(C)cc3C)ccc21	8	4	0	0	7	13	-0.6	21	-5	8	6
CCC(C)Oc1nc2ccccc2nc1NS(=O)(=O)c1ccccc1 (configuration not stated)	-2	-5	-4	0	-1	1	2.6	1	-3	-4	3
Cc1ccc(NC(=O)N2CCCC2C(=O)NCc2ccc3c(c2)OCO3)cc1 (configuration not stated)	-8	12	0	7	-2	-16	-0.4	-7	8	-3	-1
CCOP(=O)(OCC)c1ccccc1OCP(C)(=O)COc1ccccc1P(=O)(OCC)OCC	1	-3	-5	-2	2	-2	-1.7	6	-3	4	-10
Cc1ccc2cc(C#N)c(N3CCCN(C(=O)C4CCCO4)CC3)nc2c1C (configuration not stated)	-1	11	4	-2	11	-5	-0.3	4	1	-9	5
COc1ccccc1Nc1nc(C)cc(C)c1C(N)=O	5	-4	5	5	-1	-22	-1.1	3	-16	4	-2
COc1ccc(C)cc1S(=O)(=O)n1c([N+](=O)[O-])cnc1C	-3	10	0	4	4	-21	-0.7	14	3	18	-11
O=C(COC(=O)CSc1ccc2ccccc2c1)NC1CC1	2	1	-2	3	6	9	0.1	-1	-6	-1	-7
O=C(c1c(F)cccc1F)N1CCN(c2ncc(Br)cn2)CC1	3	4	-1	-3	5	5	-0.2	25	-10	18	-9
CCOC(=O)C1=C(N)OC2=C(C(=O)CCC2)C1c1sccc1C (configuration not stated)	-1	-17	13	12	4	2	-1.1	-4	-5	-16	-12
CCNC(=O)c1ccc(NC(=O)CC2SC(N3CCCCC3)=NC2=O)cc1 (configuration not stated)	1	-4	1	13	-12	-29	-0.3	-8	0	-5	17
CCN(CCCNC(=O)C1CCN(S(=O)(=O)c2c(C)[nH]c(=O)[nH]c2=O)CC1)c1cccc(C)c1	-10	1	0	9	-2	-18	-1.2	/	1	-5	/
COc1ccc(C(=O)COC(=O)/C=C/c2ccc(S(=O)(=O)Nc3cccc(S(N)(=O)=O)c3)cc2)cc1	-7	1	0	-4	1	-2	1.0	21	3	4	15
O=C(O)/C=C/C(=O)Nc1ccc(O)cc1	6	12	-2	10	-10	-27	-0.9	-5	-1	-1	10
COc1ccc(CNC(=O)CC(C)S(=O)(=O)c2ccc3c(c2)NC(=O)CO3)cc1 (configuration not stated)	6	8	0	-1	1	11	-1.5	17	-15	7	-14
C[C@@H]1CN([C@@H](C)CO)S(=O)(=O)c2ccc(Br)cc2O[C@H]1CN(C)C(=O)c1ccc2c(c1)OCO2	-3	-7	-1	0	2	-26	-0.9	2	3	5	13
CCc1ccc(NC(=O)CSc2nc3cc(C(=O)OC)ccc3c(=O)n2Cc2ccco2)cc1	-5	-13	-4	1	-17	-3	-0.7	4	2	15	-6
O=C(Nc1ccc(F)cc1)C(c1ccnc2ccccc12)N1CCN(CC(=O)N2CCCC2)CC1 (configuration not stated)	/	/	-3	/	/	/	/	2	-23	28	-18
CCOC(=O)C1CCN(C(=O)C2CCCN(S(=O)(=O)c3ccc(OCC)c(Cl)c3)C2)CC1 (configuration not stated)	-4	13	2	9	20	-7	-1.8	25	4	20	4
COc1ccc(OC(=O)c2cn(C)nc2C(F)(F)F)cc1	-5	0	-2	9	-12	-8	1.2	-6	-9	-3	-7
CCN(CC)CCN(Cc1cc2cc(C)ccc2[nH]c1=O)C(=S)Nc1ccccc1	-4	9	2	13	0	-11	-4.4	-31	9	5	12
COc1ccc(NC(=S)N2CCC(Cc3ccccc3)CC2)cc1	3	12	-10	5	5	-3	-1.0	-7	1	8	15
COC(=O)CC/C(C)=N\Nc1ccc([N+](=O)[O-])cc1[N+](=O)[O-]	-8	14	-7	4	3	-4	0.4	-2	-9	-12	-37
COc1ccccc1N1CCN(C(=O)c2cc(-c3ccccc3)on2)CC1	-4	0	2	-2	7	-11	-1.9	5	-8	-16	-12
COc1ccccc1CN(C(=O)Cc1cccs1)C(C(=O)NC1CCCC1)c1ccncc1 (configuration not stated)	-4	23	16	-11	-5	6	2.9	15	-1	13	4

# Next part:
canonical_smiles	TLR9-MyD88 inh	SRC3 inh	ABHD5 PLIN5 PPI	MC4R antag cAMP	EBV LMP1 NFkB	NCOA1 inh	MC4R ag barr	COUP-TFII inh	NOD2-RIPK2 inh	NR5A2 inv ag	SRC2 inh
O=C(CSc1cccc(C(F)(F)F)c1)N1CCN(S(=O)(=O)c2ccccc2)CC1	-1	-2	-7	12	-1	-5	5.0	17	4	5	11
COC(=O)c1ccc(Sc2ccccc2NS(=O)(=O)c2ccc(NC(C)=O)cc2)nc1	5	-13	1	8	-10	-6	-2.3	6	8	5	-11
CCn1c(SCC(=O)Nc2ccc(C(=O)OC)cc2)nc2cccnc21	1	4	-1	12	-1	-5	-0.3	4	2	-2	-16
Cc1cc2c(cc(C(=O)N3CCC(C(=O)NC4CCCC4)CC3)n2Cc2c(F)cccc2Cl)o1	3	0	3	1	9	-11	-1.2	-15	-6	11	-29
CCC(Oc1cccc(C)c1)C(=O)Nc1ccccc1C(=O)N1CCOCC1 (configuration not stated)	-6	10	2	1	0	-6	-1.7	15	-6	-3	-9
CN(C)c1ccc(/C=N/NC(=O)CNC(=O)c2ccncc2)cc1	2	8	-1	-3	-6	-22	-5.3	6	0	0	11
C=CCCC1CN(Cc2ccco2)S(=O)(=O)c2c(F)cccc2O1 (configuration not stated)	-6	-7	10	5	-3	7	-0.7	1	-6	-9	-12
Cn1c(CNC(=O)CNS(=O)(=O)c2ccccc2)cc(=O)n(C)c1=O	0	15	10	-3	6	5	2.4	6	-2	3	-8
O=C(CSc1cccc(C(F)(F)F)c1)Nc1cc(S(=O)(=O)N2CCCC2)ccc1Cl	6	-6	0	12	6	5	-4.3	-9	3	22	-3
COC(=O)CCCC(=O)NCC1(N(C)Cc2ccccc2)Cc2ccccc2C1	0	6	1	0	1	7	-2.0	-5	5	4	9
Cc1cc(C)cc(NC(=O)c2ccc(CSc3nnnn3C)cc2)c1	-12	-36	4	1	-16	-28	1.7	-7	5	-27	17
Cc1ccc(C(=O)CCC2CCCCC2=O)cc1 (configuration not stated)	4	-53	-2	11	-24	-65	-0.9	-34	1	-68	-23
O=C(NC1CCCCC1)N1CCCCCCC1	1	5	4	-3	1	-13	0.5	11	-8	-2	-11
COc1ccccc1OCCNC(=O)c1ccc(Br)cc1	5	-26	1	12	-6	-25	-0.5	-17	-6	-57	-79
CC(C)c1ccc(NC(=O)C2CSC3(C)CCC(=O)N23)cc1 (configuration not stated)	-14	-25	2	1	-4	4	-1.5	-17	-1	-10	-16
COC(=O)c1ccccc1N/C=C1\CCc2c(c(C)nn2-c2ccccn2)C1=O	6	7	-5	-10	2	1	-0.9	2	-8	14	-8
CN(C)CCNC(=O)NC1CCCCC1	4	9	0	3	3	-6	-0.7	14	-2	1	-9
O=C(COC(=O)c1ccccc1Br)Nc1ccc2[nH]c(=O)[nH]c2c1	-5	-20	9	0	-12	-5	-1.4	-9	3	11	1
CS(=O)(=O)N1CCC(C(=O)Nc2cccc(C(F)(F)F)c2)CC1	4	-10	-3	-5	0	-3	-1.9	-9	-2	13	-29
O=C(Nn1c(SCc2ccc([N+](=O)[O-])cc2)nc2ccccc2c1=O)c1ccc(F)cc1	-4	-74	3	7	-18	-94	1.0	-14	5	-118	-43
Cc1cccc(-n2c(C)nc3c(cnn3-c3ccc(F)cc3)c2=O)c1	4	16	2	0	5	-17	-0.7	8	-7	-17	9
CC1Cc2ccccc2N1CC(=O)Nc1ccc(N2CCOCC2)cc1 (configuration not stated)	1	-7	-4	8	0	-28	1.0	21	-7	0	18
CCC(CC)NCc1ccc2c(c1)c1ccccc1n2CC	-5	20	13	-1	-5	-27	-1.0	13	2	16	-27
Brc1ccc(CNCc2cccs2)cc1	6	6	0	15	5	-1	-1.8	-7	17	0	-27
COc1ccccc1CNC(=O)c1cc2c(C)nn(Cc3ccc(F)cc3)c2s1	5	-4	6	-2	-3	-7	0.1	13	2	10	14

# (further entries)
canonical_smiles	TLR9-MyD88 inh	SRC3 inh	ABHD5 PLIN5 PPI	MC4R antag cAMP	EBV LMP1 NFkB	NCOA1 inh	MC4R ag barr	COUP-TFII inh	NOD2-RIPK2 inh	NR5A2 inv ag	SRC2 inh
CCN1CCN(C(=O)CN(CC)S(=O)(=O)c2ccc(F)cc2)CC1	-4	-1	-1	1	-3	2	-0.6	-10	1	8	-36
CCCCN1CCc2c([nH]c3c(C)cccc23)C1=O	0	-62	-7	-1	-43	-75	-1.0	-44	10	-151	-44
Cc1cccc(C)c1OCC(=O)N(Cc1ccco1)C1CCS(=O)(=O)C1 (configuration not stated)	2	12	-9	5	4	16	0.3	/	8	11	/
CCCCNC(=O)CCCCn1c(=S)[nH]c2c([nH]c3ccc(OC)cc32)c1=O	-7	-1	-4	12	4	-5	-3.0	14	-3	-25	-88
CCOc1cc(/C=N/N2C(=O)NC3(CCCCC3)C2=O)cc(Br)c1O	7	4	-6	-2	-7	4	-0.7	-24	-2	8	-31
Cc1cccc(NC(=S)NNC(=O)c2csc3c2CCC(C)C3)c1 (configuration not stated)	-4	-24	-9	-2	-9	-60	4.9	-51	-10	-64	-35
Cc1cc(OCC(O)CN2CCc3ccccc3C2)cc(C(C)C)c1 (configuration not stated)	-7	5	3	-1	-2	25	4.9	-1	5	-3	-3
CC(C)C[C@H]1CNC(=S)N1CC1CCN(CCC23CC4CC(CC(C4)C2)C3)CC1	-7	-5	2	12	15	4	1.8	19	-1	2	-2
CCCc1cc(=O)[nH]c(NCCc2ccccc2)n1	-1	-1	-6	13	1	-6	-1.4	0	-7	6	-23
Fc1ccc(-c2nnc(CSc3nnc4ccccn34)o2)cc1	-3	-27	-3	5	-5	-40	1.5	-9	-5	-48	-32

# Source: PubChem
